D1 antagonist – blocks dopamine activation of the human D1 receptor. P21728. HEK293 TREx D1 cells, calcium flux, dopamine EC80; stronger effect = lower value. activity change, negative = inhibition, % at 10 µM. actives 3.2% (n = 360,000); in the data active = activity change below about -30%; note: % is set by controls: 0 for no effect and ±100 for the full control effect
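Using tetracycline-induced force-coupled D1 Hek293 cells and a calcium dye, signals were followed for 180 s after compound, then for 180 s after EC80 dopamine, to detect inhibitors.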
Glioma ERSR ind – ER stress response induction in glioma | U87-MG GRP78 promoter luciferase reporter, 16 h | Potency, µM, for the others: at the highest dose activation, most hits filed as activators | actives 0.02% (n = 420,000) | AID 602332; note: potency is the fitted concentration of half-maximal effect; series mostly up to about 76 µM; % of control where 0% means no effect; nearly all actives have a fitted effect of over 35% in size
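Stably transfected U87-MG human glioma cells carrying a GRP78-based luminescent sensor were seeded at 1000 cells/well, pin-dosed with compounds and incubated 16 h. Luciferase reagent was then added, and end-point luminescence was read after 10 min at room temperature.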
RXFP1 antagonist – blocks the human relaxin receptor RXFP1; HEK293-RXFP1, relaxin-stimulated cAMP HTRF, 30 min; stronger effect = lower value; activity change, negative = inhibition, % at 57.5 µM; actives 0.59% (n = 350,000); AID 1259400;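 active = activity change of -60% or lower, but not beyond a set lower limit; inconclusive = change between -60% and -40%, or beyond the set limit; inactive = change above -40%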; note: % is set by controls: 0 for no effect and ±100 for the full control effect
Target sequence (Q9HBX9 whole entry, looked up): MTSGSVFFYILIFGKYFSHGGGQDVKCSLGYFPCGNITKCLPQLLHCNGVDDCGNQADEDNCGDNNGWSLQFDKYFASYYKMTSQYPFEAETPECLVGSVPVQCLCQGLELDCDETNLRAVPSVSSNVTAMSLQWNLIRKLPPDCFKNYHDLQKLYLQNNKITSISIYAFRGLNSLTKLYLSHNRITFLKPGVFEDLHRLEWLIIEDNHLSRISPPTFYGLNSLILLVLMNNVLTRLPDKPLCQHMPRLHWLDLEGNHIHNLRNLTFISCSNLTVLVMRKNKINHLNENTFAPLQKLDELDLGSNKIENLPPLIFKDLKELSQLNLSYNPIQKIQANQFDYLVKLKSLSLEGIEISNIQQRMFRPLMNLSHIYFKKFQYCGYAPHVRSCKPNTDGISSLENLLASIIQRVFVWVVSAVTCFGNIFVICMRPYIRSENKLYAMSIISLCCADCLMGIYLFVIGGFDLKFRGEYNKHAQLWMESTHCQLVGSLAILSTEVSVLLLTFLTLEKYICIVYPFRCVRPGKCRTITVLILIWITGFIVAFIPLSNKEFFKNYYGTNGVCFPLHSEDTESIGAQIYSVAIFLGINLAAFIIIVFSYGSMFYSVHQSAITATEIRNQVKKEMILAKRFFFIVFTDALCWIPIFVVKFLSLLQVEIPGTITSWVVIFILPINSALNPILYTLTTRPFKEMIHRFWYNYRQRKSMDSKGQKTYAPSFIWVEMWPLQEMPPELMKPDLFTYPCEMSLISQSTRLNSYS
RXFP1 agonist – activates the human relaxin receptor RXFP1; Q9HBX9; AID 2676; actives 0.3% (n = 370,000); HEK293T-RXFP1 cAMP TR-FRET, 30 min; response scale: percent of porcine relaxin response, buffer zero; Potency, µM (highest dose often 57.5 µM), for the others: at the top dose activation, most hits filed as activators; note: potency is the fitted concentration of half-maximal effect; % is set by controls: 0 for no effect and ±100 for the full control effect; nearly all actives have a fitted effect of over 60% in size; many of its hits are not listed in these tables
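HEK293T cells stably expressing RXFP1 were pretreated with the PDE4 inhibitor Ro 20174, exposed to compounds for 30 min at 37C, lysed, and cAMP was read by TR-FRET. Data normalized to buffer (basal) and 29 nM porcine relaxin (100%).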
Vif-APOBEC3G blk – Vif-A3G binding inhibition; HeLa A3G-eYFP + Vif (tagged APOBEC3G with the HIV-1 protein that degrades it), YFP fluorescence, overnight; Potency, µM (series often up to 46.1 µM), without a hit: at the highest dose activity, negative = active, usual class: inhibitors; actives 0.076% (n = 410,000); AID 602310;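 note: potency is the fitted concentration of half-maximal effect; % is set by controls: 0 for no effect and ±100 for the full control effect; nearly all actives have a fitted effect of over 60% in size; hits raise eYFP signal because A3G escapes Vif-driven loss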
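HeLa cells stably expressing Vif and C-terminally eYFP-tagged A3G, seeded overnight at 37 deg C, then exposed to compound by pintool overnight at 37 deg C. Rise in yellow fluorescence (Ex 488/Em 500-530, Acumen) marks blocked Vif-driven A3G degradation.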
D1 potentiator – human D1 dopamine receptor positive modulation | P21728 | HEK293 TREx D1 cells, calcium flux, dopamine EC20 potentiation | potentiation, % at 10 µM | actives 0.036% (n = 360,000); in the data active = potentiation above about 30%; note: 0% is about no effect
D1 ag – human D1 receptor agonism; P21728; HEK293 T-REx D1 cells, calcium flux, agonist mode; activation, % at 2 µM; actives 1% (n = 360,000); AID 504660; in the data active = activation above about 30%; note: 0% is about no effect
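Agonism was scored from calcium flux recorded over 180 s (1 read/s) after pintool compound addition, following a 10-cycle baseline. Cells were inducible force-coupled HEK293 TREx D1, plated overnight at 30 C and loaded with no-wash calcium dye.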
D2 potentiator – D2 dopamine receptor (human) potentiation; P14416; AID 485347; HEK293 T-REx D2, calcium flux, EC20 dopamine potentiation; potentiation, % at 10 µM; actives 0.34% (n = 340,000);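 active = potentiation over 3 SD above the plate norm, cut at about 30% in these data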; note: 0% is about no effect
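Potentiation of an EC20 dopamine calcium response is measured in a force-coupled, tetracycline-inducible Hek293 Trex D2 line. Compound-only kinetic reads over 180 s flag agonists before dopamine addition.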
Vif-APOBEC3F blk – Vif-A3F binding inhibition | actives 0.2% (n = 390,000) | AID 602313 | Potency, µM (top dose mostly 46.1 µM), for inactives: top-dose activity, negative = active | HeLa A3F-eYFP + Vif (tagged APOBEC3F with the HIV-1 protein that degrades it), YFP fluorescence increase; note: potency is the fitted concentration of half-maximal effect; % of control where 0% means no effect; nearly all actives have a fitted effect of over 65% in size
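HeLa cells stably expressing Vif plus C-terminally eYFP-tagged A3F were seeded, incubated overnight at 37 deg C, dosed with compound, incubated overnight again at 37 deg C. Yellow fluorescence (Ex 488/Em 500-530) reported blocked Vif-mediated A3F-eYFP degradation.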
An asterisk follows results filed as active; ? = inconclusive; · = no result given; & = joins results of further samples; ! = a repeat was not active. Unless noted, calls come from the whole dose curve; as a rule, active = well fitted curve in the direction sought with a large enough effect; inconclusive = small, poorly fitted or top-dose-only effect, or another doubt; inactive = no such curve, though single readings can be large; an effect the other way counts as inactive or inconclusive. An excerpt; rates above refer to the full screens.

SMILES	D1 antagonist	Glioma ERSR ind	RXFP1 antagonist	RXFP1 agonist	Vif-APOBEC3G blk	D1 potentiator	D1 ag	D2 potentiator	Vif-APOBEC3F blk
CC(=O)Nc1ccc(Nc2c([N+](=O)[O-])cc(S(C)(=O)=O)cc2[N+](=O)[O-])cc1	-10.6	-6.6%	-1.6	2.2%	-10.0%	0.4	0.2	-11.9	-5.0%
CCOC(=O)C1C(c2cc(OC)c(OC)c(OC)c2)NC(=S)NC1(O)C(F)(F)F (configuration not stated)	5.3	-2.4%	5.7	0.0%	5.1%	3.5	3.9	8.7	-0.1%
CCN(CC)C(=O)C(=O)c1cc(C)n(-c2ccc(F)cc2)c1C	-0.3	-2.3%	-6.2	2.6%	-0.8%	-1.9	2.8	-5.2	0.5%
Cc1ccc(NC(=S)NNC(=S)Nc2cccc(C(F)(F)F)c2)cc1	-16.5	-4.0%	-34.8	0.0%	-7.6%	-6.8	0.1	-12.8	-4.2%
O=C(COc1ccc(Br)cc1CO)Nc1ccc(F)cc1	-2.4	3.6%	4.9	0.1%	5.1%	-2.2	2.6	-11.7	0.0%
Cc1cccc(Cn2c(=O)n(CC3CCC(C(=O)NC(C)C)CC3)c(=O)c3sccc32)c1 (configuration not stated)	3.8	-3.5%	7.1	0.7%	0.5%	-4.8	2.0	-2.2	-7.3%
Cc1ccc(S(=O)(=O)N2CCN(C(=O)CSc3ccc(Cl)cc3)CC2)cc1	-17.0	-6.2%	-5.6	-1.2%	2.3%	-4.5	1.0	-8.6	4.7%
CCOc1ccc(-c2nnc(SCC(=O)NCCc3ccccc3)nc2-c2ccc(OCC)c(OC)c2)cc1OC	-14.8	?	?	9.5%	0.2%	-3.7	12.9	9.1	-2.8%
COc1ccc(C2=C(C)C(=O)N(Cc3ccc(C(=O)Nc4cc(C)ccc4C)cc3)S2(=O)=O)cc1	18.8	·	-16.6	8.0%	·	-4.8	4.5	7.4	·
Cc1ccc[n+](C(C)C(=O)Nc2ccc([N+](=O)[O-])cc2C)c1 (configuration not stated)	14.6	-2.3%	-7.0	0.6%	-2.3%	-6.0	1.0	-2.3	-11.1%
COc1cc2cc(C(c3nnnn3Cc3ccc(F)cc3)N3CCCCCC3)c(=O)[nH]c2cc1OC (configuration not stated)	-0.7	-2.6%	17.5	-0.2%	2.1%	0.6	1.0	0.3	-17.3%
CCOc1ccccc1NC(=O)N1CCc2c(sc(C)c2CC)C1c1ccccc1 (configuration not stated)	-1.1	-0.6%	-3.8	-0.8%	1.1%	0.6	0.7	-5.4	0.5%
COc1cccc(N(CC(=O)NC2CCCCC2)C(=O)CCCC(=O)Nc2ccccn2)c1	4.8	-1.1%	-16.3	-2.4%	-0.4%	8.3	4.1	8.3	4.8%
O=C(NCc1ccccc1F)c1ccc2c(c1)OCCO2	-4.6	6.2%	-5.1	-0.5%	1.6%	0.0	2.2	-5.6	9.1%
Cc1ccc(S(=O)(=O)CCC(=O)NCc2ccc(Cl)cc2)cc1	6.3	-4.6%	14.3	1.6%	1.9%	5.2	2.1	2.5	-10.2%
C=CCn1c(SCc2ccc(Br)cc2F)nc2cc(C(=O)O)ccc2c1=O	5.9	1.3%	-18.4	-0.3%	-0.6%	3.4	2.7	3.4	8.4%
Cc1ccc2c(C)ccc(O)c2n1	1.2	11.4%	-70.4*	0.2%	3.6%	2.0	-0.5	-12.6	-3.0%
COc1ccccc1NS(=O)(=O)c1ccc(C(=O)NCCCn2ccnc2)cc1	21.7	5.3%	-4.6	0.1%	-0.9%	7.7	3.0	·	-9.2%
Cn1c(SCC(=O)c2ccc(O)c(O)c2)nnc1-c1ccccc1	-2.3	5.2%	2.4	-1.9%	-4.7%	0.9	4.2	-3.2	8.6%
CCOc1cc(N2CCOCC2)c(OCC)cc1NC(=O)[C@H](C)N1C(=O)C2CC=CCC2C1=O (some centres not stated)	6.5	-4.6%	-5.9	3.0%	0.0%	-6.7	0.3	1.2	13.0%

Results in Vif-APOBEC3F blk and RXFP1 agonist (3 entries from above):
compound,Vif-APOBEC3F blk,RXFP1 agonist
Cc1ccc2c(C)ccc(O)c2n1,-3.0%,0.2%
COc1ccccc1NS(=O)(=O)c1ccc(C(=O)NCCCn2ccnc2)cc1,-9.2%,0.1%
Cn1c(SCC(=O)c2ccc(O)c(O)c2)nnc1-c1ccccc1,8.6%,-1.9%

Further entries
SMILES	D1 antagonist	Glioma ERSR ind	RXFP1 antagonist	RXFP1 agonist	Vif-APOBEC3G blk	D1 potentiator	D1 ag	D2 potentiator	Vif-APOBEC3F blk
O=C(O)C(c1ccccc1)N1C(=O)/C(=C\c2ccc(-c3cccc(Cl)c3)o2)SC1=S (configuration not stated)	11.0	-4.9%	-5.2	2.0%	-24.2%	5.2	33.5*	3.4	?
CC(=O)NS(=O)(=O)c1ccc(NC(=O)/C=C/c2cn(-c3ccccc3)nc2-c2ccccc2)cc1	-16.7	-2.3%	-5.8	-0.6%	-3.1%	-3.4	0.5	-0.2	-2.6%
CCOCCCNC(=O)CCN1C(=O)c2ccccc2Sc2ncccc21	-2.3	-4.3%	-3.2	-1.9%	-0.1%	1.0	4.0	14.2	3.1%
Cc1[nH]nc(-c2cccnc2)c1N=NN(C)C	·	-14.2%	-6.6	·	-26.3%	·	·	·	12.9%
CCN(C(=O)C1CCCN(c2ncnc3c2nc2n3CCCCC2)C1)c1cccc(Cl)c1 (configuration not stated)	1.9&-0.3	-4.4%&-4.0%	-27.6&-5.8	3.1%&7.6%	-11.5%&-3.2%	-1.1&2.2	-0.5&1.0	-1.3&2.8	-5.0%&1.3%
Cn1cc(Br)c(-c2cccc(NC(=O)CC(C)(C)CC(=O)O)c2)n1	11.5	-2.4%	-9.3	0.2%	-7.9%	6.0	1.0	0.0	4.5%
CC(=O)c1ccc(NC(=O)c2cc(S(=O)(=O)N3CCCCCC3)cn2C)cc1	-2.1	-1.1%	·	?	-0.2%	0.6	3.3	8.9	2.1%
CC1(C)CC(=O)c2cnc(NC3CC3)nc2C1	3.5	-1.5%	6.7	0.7%	0.4%	-3.3	1.0	8.9	-9.0%
CCOC(=O)N1CCN(C(=O)CSc2nnc(COc3ccccc3)o2)CC1	-19.6	-4.7%	2.0	-0.4%	3.1%	-2.4	2.7	-8.5	0.0%
O=C(Nc1c(F)cccc1F)c1cnc(N2CCN(c3ccccn3)CC2)c2ccccc12	·	-3.0%	-14.2	0.1%	0.8%	-2.8	1.2	-0.7	6.5%
c1ccc(CCNc2nc(-c3ccncc3)cs2)cc1	-9.3	-0.8%	-23.9	1.1%	-6.2%	-1.7	7.1	1.6	-2.9%
COc1ccc(Cl)cc1NC(=O)CC1S/C(=N/N=C2CCCCCC2)NC1=O (configuration not stated)	24.5	-2.8%	4.6	-3.3%	1.0%	16.8	3.2	1.1	-5.3%
Cc1ccc(NC(=O)CCN2CC(C)OC(C)C2)cc1C (configuration not stated)	-12.6	-1.7%	3.3	-3.9%	0.3%	0.2	-2.0	3.9	-8.4%
O=C(CCSc1nc(-c2ccco2)cc(C(F)(F)F)n1)NCC1CCCO1 (configuration not stated)	-15.3	1.6%	7.8	4.5%	-4.0%	1.9	1.1	0.6	·
CCNC(=O)c1ccc2c(c1)C1C3CCC(C3)C1C(c1ccccc1)N2 (configuration not stated)	11.1	-4.2%	-15.5	1.7%	0.3%	-2.8	0.7	·	-15.1%
COc1ccc(CCNC(=O)C(C)Sc2ccc(C)cc2)cc1OC (configuration not stated)	6.8	-1.3%	-5.1	-0.3%	0.0%	-8.2	4.6	·	-15.6%
COc1cccc(CNC(=O)c2ccc(CS(=O)Cc3ccc(Cl)cc3)o2)c1 (configuration not stated)	-12.1	0.6%	-6.6	2.2%	3.1%	-4.8	1.8	-4.2	-3.8%
CCCCN(C)C(=O)C1CCC(CNS(=O)(=O)c2ccc3c(c2)CC(C)N3C(C)=O)CC1 (configuration not stated)	-35.8*!	8.1%&-2.3%	14.4&8.0	0.2%&0.4%	8.7%&7.5%	-8.8&-4.2	2.2&4.6	-1.0	3.4%&-4.9%
CCC1(c2ccc(F)cc2)NC(=O)N(CC(=O)N(CCC#N)c2ccccc2)C1=O (configuration not stated)	12.6	-5.6%	-5.2	0.3%	-1.1%	-3.5	11.9	·	-3.6%
COc1ccc2nc(Nc3nc(CSc4nnc(C)s4)cc(=O)[nH]3)nc(C)c2c1	7.1	·	·	-0.3%	·	-0.3	-0.7	-12.5	·
COc1ccc(CNc2nc(SCC(=O)NCc3ccco3)nc3ccccc23)cc1	15.6	-2.7%	7.3	1.9%	-6.1%	7.3	3.2	3.0	-4.2%
CC(NC(=O)c1ccc2c(c1)OCCO2)C(=O)O (configuration not stated)	-10.3	-2.7%	3.5	1.8%	-1.1%	-1.9	2.1	3.2	-3.1%
CCCCCCCC(=O)N/N=C/c1cccnc1	9.0	3.4%	20.8	0.3%	-0.5%	-3.4	-0.6	8.5	0.2%
CCOC(=O)c1ccc(N2CCOCC2)c(NC(=O)c2ccc3c(c2)OCO3)c1	13.1	-1.1%	-1.3	2.6%	-1.6%	-1.8	2.6	5.4	0.5%
Cc1ccc(Sc2ncccc2C(=O)NC2CCCCCC2)cc1C	18.2	-0.8%	11.0	1.4%	-0.9%	13.6	4.4	-5.3	0.5%
CC(=O)c1ccc(NC(=O)CCc2nnc3ccc(NCc4ccco4)nn23)cc1	7.0	1.1%	7.6	2.0%	0.1%	-3.1	2.8	1.4	-13.0%
CC(=O)c1cccc(NC(=O)C(C)OC(=O)CN2C(=O)NC(C)(C)C2=O)c1 (configuration not stated)	-21.6	-3.1%	8.1	1.9%	0.9%	-4.0	1.6	-11.3	-1.0%
Cc1ccc(Cl)cc1N1CCN(Cc2nnnn2C2CCCCC2)CC1	0.9	-6.7%	-13.4	0.4%	-1.4%	0.0	2.0	-1.4	-6.9%
